PTK2B oligo ant: antagonists of Pyk2 self-association, primary screen, Q293 cells, FERM NanoBiT luminescence, HTS; z-score (the deposit names both 25 µM and 10 µM); 99,000 compounds, 0.83% hits; hits give low values;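 active = Z-score of -3 or lower, scaled per plate to the spread of control and sample wells; inactive = z-score above -3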;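 also: negative z-score means lost luminescence so less FERM oligomerization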
Target sequence (Q14289 whole entry, looked up): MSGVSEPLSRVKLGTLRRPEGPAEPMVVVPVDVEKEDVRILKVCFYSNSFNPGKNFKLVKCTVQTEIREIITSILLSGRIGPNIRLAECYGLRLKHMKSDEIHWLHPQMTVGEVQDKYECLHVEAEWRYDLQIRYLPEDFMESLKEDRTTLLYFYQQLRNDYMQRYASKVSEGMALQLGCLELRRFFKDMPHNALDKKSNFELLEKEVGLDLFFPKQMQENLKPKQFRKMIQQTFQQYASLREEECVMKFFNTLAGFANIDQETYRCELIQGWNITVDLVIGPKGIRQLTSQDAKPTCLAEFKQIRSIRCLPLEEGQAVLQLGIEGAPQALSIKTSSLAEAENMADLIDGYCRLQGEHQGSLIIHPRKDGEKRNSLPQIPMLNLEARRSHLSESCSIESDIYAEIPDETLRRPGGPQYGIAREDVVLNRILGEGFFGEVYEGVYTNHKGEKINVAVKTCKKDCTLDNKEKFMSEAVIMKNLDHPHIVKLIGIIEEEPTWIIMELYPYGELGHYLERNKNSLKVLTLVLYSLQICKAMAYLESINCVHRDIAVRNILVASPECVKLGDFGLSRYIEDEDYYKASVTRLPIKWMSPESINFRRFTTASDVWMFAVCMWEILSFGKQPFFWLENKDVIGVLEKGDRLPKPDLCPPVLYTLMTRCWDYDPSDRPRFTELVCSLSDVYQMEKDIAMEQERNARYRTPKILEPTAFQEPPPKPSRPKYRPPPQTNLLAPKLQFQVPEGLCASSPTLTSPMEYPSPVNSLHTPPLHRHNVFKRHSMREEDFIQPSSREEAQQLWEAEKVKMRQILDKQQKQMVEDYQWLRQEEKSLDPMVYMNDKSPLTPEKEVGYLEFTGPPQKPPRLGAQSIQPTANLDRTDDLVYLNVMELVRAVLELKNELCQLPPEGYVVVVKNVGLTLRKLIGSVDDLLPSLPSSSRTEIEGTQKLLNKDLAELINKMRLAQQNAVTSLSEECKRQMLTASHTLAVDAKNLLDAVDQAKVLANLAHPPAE
Starred values were filed as active, the others as inactive. These rows are one share of the data. The share of hits here may be higher or lower than overall.

SMILES | PTK2B oligo ant
Cc1cccc(C)c1N(CC(=O)N/N=C/c1cc(Br)c(C)o1)S(C)(=O)=O | 0.39
COc1cccc(-n2c(SCC(=O)NCCc3ccccc3)nnc2-c2ccoc2C)c1 | -1.55
COCc1[nH]nc2c1C(c1ccccc1OC)C(C#N)=C(N)O2 (configuration not stated) | 0.37
CCc1cccc(C)c1N(C(=O)Cn1c(=O)[nH]c2ccccc21)C(C)COC (configuration not stated) | -0.87
COc1ccc(C(=O)N2CCN(c3ccc([N+](=O)[O-])c(NCCc4ccc(OC)c(OC)c4)c3)CC2)cc1 | -1
COCCNC(=O)c1ccc(-n2c(SCc3cc(F)ccc3F)nc3ccccc3c2=O)cc1 | 0.47
Oc1c(Br)cc(Br)cc1C=Nc1ccc2c(c1)OCO2 | -0.23
C=CCNC(=O)CCCc1ccccc1 | 0.74
CC(c1nnc(SCC(=O)Nc2ccc3[nH]c(=O)[nH]c3c2)n1Cc1ccccc1)N(C)C (configuration not stated) | 0.23
O=C1C=C(NCc2ccccc2)CCC1 | 1.38
Cc1cc(C)c2c(n1)nn1c(NCCN3CCOCC3)cc(C)nc21 | -1.71
Cc1cccc(NC(=O)CS(=O)(=O)c2cn(C)c3ccccc23)c1C | -0.86
c1ccc(Cn2nnc3cnccc32)cc1 | 1.04
Cc1ccc(-n2c3c(c(O)c(-c4ccccc4)c2=O)C(=O)CC(C)(C)C3)cc1 | -3
CNS(=O)(=O)c1cccc(C(=O)OCc2csc(-c3ccccc3)n2)c1 | -1.19
O=C(COC(=O)C1CCCCC1C(=O)N1CCc2ccccc21)NCc1ccco1 (configuration not stated) | 0.79
CSc1ccccc1NC(=O)c1ccc(C)o1 | -0.34
COc1ccc(Nc2nc(N3CCCC3)c3ccccc3n2)cc1 | -2.66
CCC[N+](CC#Cc1ccccc1)(CCC)CC(=O)c1ccc(Cl)cc1 | 1.66
COc1cccc(C(=O)Nc2ccc(S(=O)(=O)NCc3ccco3)cc2)c1 | 0.06
CCCCCOC(=O)Nc1ccc(S(=O)(=O)Nn2cnnc2)cc1 | -0.83
Cc1cc(SCNC(=O)c2ccccc2)ncn1 | -0.21
CC(C)Cn1c(=O)c(C(=O)NCc2ccccn2)c(O)c2ccccc21 | -2.47
CCNC(=O)CSc1nc2ccccc2c(=O)n1CCCOC(C)C | 0.36
COC(=O)c1ccccc1NS(=O)(=O)c1ccc(O)c(C(=O)O)c1 | 0.09

A stretch from further up, for reference:
SMILES | PTK2B oligo ant
CCCCCOC(=O)Nc1ccc(S(=O)(=O)Nn2cnnc2)cc1 | -0.83
Cc1cc(SCNC(=O)c2ccccc2)ncn1 | -0.21
CC(C)Cn1c(=O)c(C(=O)NCc2ccccn2)c(O)c2ccccc21 | -2.47
CCNC(=O)CSc1nc2ccccc2c(=O)n1CCCOC(C)C | 0.36
COC(=O)c1ccccc1NS(=O)(=O)c1ccc(O)c(C(=O)O)c1 | 0.09

Next records:
SMILES | PTK2B oligo ant
Cn1c(N)c(C(=O)COC(=O)Cc2ccsc2)c(=O)n(C)c1=O | -0.7
O=C(Nc1c(C(=O)N2CCOCC2)cnn1-c1ccccc1)c1ccccc1 | 0.87
COC(=O)c1ccc(NC(=O)CCNS(=O)(=O)c2cccc3nonc23)cc1 | -0.82
Cc1cc(Br)c(Cl)cc1NC(=O)CN1C(=O)C2C3CC(c4ccccc4)C(C3)C2C1=O (configuration not stated) | -0.46
CCc1ccc2[nH]c(=O)c(CN(CCO)C(=O)NCc3ccccc3)cc2c1 | -0.74
CCOC(=O)C1=C(C)OC(N)=C(C#N)C1C1CCCCC1 (configuration not stated) | -1.95
C#CC(CC)(CC)NC(=O)c1c(C)noc1C | 0.09
Fc1ccc(CN2CCCCCC2)c(F)c1 | 0.82
O=C1OC(/C=C/c2ccc(Cl)cc2)=NC/1=C/c1ccco1 | 0.3
COc1cc(Cl)c(C)cc1NC(=O)COc1cc(C)nc(C(C)C)n1 | -0.53
Cc1cc2c(cc1C)/C(=C\C(N)=O)NC(C)(C)C2 | -0.51
O=C(NCc1ccco1)C(c1ccccc1F)N(CC1CCCO1)C(=O)Cn1nnc2ccccc21 (configuration not stated) | 0.07
Cc1c(Cl)cccc1N(CC(=O)NC1CCCCC1)S(C)(=O)=O | -0.85
CC1(C)CC(=O)C2=C(C1)Oc1ncn3nc(-c4cccnc4)nc3c1C2c1ccccc1 (configuration not stated) | -0.37
CCOC(=O)CSc1nnc2n(C3CCCCC3)c(=O)c3c4c(sc3n12)CCCC4 | -0.8
CCNC(=O)COc1ccc(C=O)cc1OC | 0.68
CC1CN(C(=O)c2cccs2)CCN1C(=O)c1cccs1 (configuration not stated) | -0.05
O=C(CSc1nnc(-c2ccccc2Br)o1)N1CCc2ccccc2C1 | 2.16
CC1Cn2c(nc3sc4c(c3c2=O)CCC4)N1CCO (configuration not stated) | 0.41
CC[n+]1c(/C=C/N(C)c2ccccc2)oc2ccccc21 | 0.75
COc1ccc(-c2cn(-c3ccc(OC)cc3)c(=S)[nH]2)cc1 | 0.64
COc1ccc(C2=CC(c3ccc(F)cc3)n3nnnc3N2)cc1 (configuration not stated) | -0.88
CCN(CC)S(=O)(=O)c1ccc(N2CCCC2)c(NS(=O)(=O)c2ccccc2)c1 | -0.4
O=C(N/N=C/c1ccc(Br)cc1)c1cc[n+](Cc2ccccc2)cc1 | 0.77
COc1ccc(NCC(=O)N/N=C/C=C\c2ccccc2)cc1 | 0.68
(next part)
SMILES | PTK2B oligo ant
Cc1ccc(NC(=O)CS(=O)CC(=O)N(c2ccccc2)C(C)C(=O)NC2CCCC2)cc1 (configuration not stated) | 0.16
CCOC(=O)Cc1c(C)nc2c(-c3ccccc3)c[nH]n2c1=O | -0.3
CC1(C)C=C(c2ccc(C(=O)O)s2)CC(C)(C)N1 | 0.49
N#Cc1cnn(CC2CCCCC2)c1N | 1.24
Cc1oc(-c2ccc3c(c2)OCCO3)cc1C(=O)O | 0.75
C=CCn1c(SCCC#N)nnc1-c1ccncc1 | 1.04
CCOC(=O)C1CCN(S(=O)(=O)c2c(C)[nH]c(=O)[nH]c2=O)CC1 | -0.85
Oc1[nH]c2ccccc2c1C=Nc1ccc2c(c1)OCO2 | -2.09
CCN(CC)C(C)C(=O)Nc1c2c(cc3c1CCC3)CCC2 (configuration not stated) | 0.2
O=C(O)[C@@H]1CCCN1C(=O)c1ccco1 | 0.22
CCCn1c(SCC(=O)c2cc(C)n(-c3ccc4c(c3)OCO4)c2C)n[nH]c1=O | -0.61
O=[N+]([O-])c1nn(-c2ccccc2)n(O)c1=NCCc1ccccc1 | 0.86
CCN1CCCC1CNC(=O)c1ccc(CS(=O)(=O)c2ccccc2C)o1 (configuration not stated) | -0.29
Cc1ccc(-c2cn3nc(C)c(C)nc3n2)cc1 | 0.45
CCn1nc(C)c(/C=N\NC(=O)c2cccc(OC)c2)c1C | 0.17
COc1ccc(NC(=O)CSc2nccn2-c2ccccc2)c(OC)c1 | -2.11
CCn1cc(C(=O)Nc2cccc(C(=O)OC)c2)c(=O)c2ccc(C)nc21 | 0.12
COc1cc(-c2nnc3sc(-c4ccco4)nn23)cc(OC)c1OC | -0.48
CCOc1ccc(N2C(=O)CC(N3CCOCC3)C2=O)cc1 (configuration not stated) | -0.28
Cc1ccc(/C(O)=C2/C(=O)C(=O)N(CCN3CCOCC3)C2c2cccnc2)cc1 (configuration not stated) | -0.23
O=C(COc1ccccc1Cl)Nc1ccc(Cl)cn1 | -0.02
O=C(CCCC(=O)n1cnc2ccccc21)n1cnc2ccccc21 | 0.48
c1ccc(N2CCN(Cc3ccsc3)CC2)nc1 | 0.7
CCOCCn1cnc2sc(C(=O)NCC(=O)OCC)c(C)c2c1=O | -0.43
N#C/C(C(=O)N1CCCC1)=C1/N=C(N)c2ccccc21 | 0.8

Compounds above with two or more sulfur atoms, in the order listed:
SMILES | PTK2B oligo ant
CNS(=O)(=O)c1cccc(C(=O)OCc2csc(-c3ccccc3)n2)c1 | -1.19
CCOC(=O)CSc1nnc2n(C3CCCCC3)c(=O)c3c4c(sc3n12)CCCC4 | -0.8
CC1CN(C(=O)c2cccs2)CCN1C(=O)c1cccs1 (configuration not stated) | -0.05
CCN(CC)S(=O)(=O)c1ccc(N2CCCC2)c(NS(=O)(=O)c2ccccc2)c1 | -0.4

Going on with the list:
SMILES | PTK2B oligo ant
COCCCNC(=O)/C(C#N)=C/c1cccc(NC(=O)c2ccccc2Cl)c1 | -1.16
CCCCOc1cccc(C(=O)Nc2ccc(N3CCN(CC)CC3)cc2)c1 | 0.88
COc1ccc(COc2ccccc2C(=O)Nc2ccccn2)cc1[N+](=O)[O-] | 0.05
CC(C)c1cc(C(=O)NC2CCCCC2)no1 | 0.37
Cc1nn(C)c(C)c1NC(=O)CSc1nnc(C)n1-c1ccccc1 | 0.14
COc1ccc(C(=O)Nc2ccccc2C(=O)NCc2ccco2)cc1OC | -0.87
CCCn1c(SCC(=O)Nc2ccccc2-c2ccccc2)nnc1-c1ccoc1C | -0.22
CCc1nnc(NS(=O)(=O)c2ccc(NC(=S)NC(=O)c3ccc(OC)cc3)cc2)s1 | -0.7
O=C(c1cccs1)N(Cc1ccco1)Cc1cc2ccccc2[nH]c1=O | -0.17
COc1cc(CCC(=O)Oc2ccc(C(C)=O)cc2)cc(OC)c1OC | -0.26
CCOC(=O)NCc1ccc(CNC(=O)OCC)cc1 | -1.41
Cc1nnc(Nc2ccc(C(=O)NCCO)cc2)c2ccccc12 | 0.42
O=C(NCc1cccs1)c1noc2c1CCCCC2 | -0.12
CSCCC(NC(=O)c1ccc(=O)n(C)n1)c1nc2ccccc2[nH]1 (configuration not stated) | -0.18
Cc1ccc(-c2nn3c(C)nnc3s2)cc1NC(=O)c1ccc(-c2ccc(Cl)cc2Cl)o1 | 0.19
CC(=O)c1c(C)nn(C(=O)N2CCOCC2)c1C | 1.33
O=[N+]([O-])c1ccc(N2CCN(S(=O)(=O)c3ccccc3[N+](=O)[O-])CC2)cc1N1CCc2ccccc2C1 | 0.44
CC1CCCN(S(=O)(=O)c2ccccc2[N+](=O)[O-])C1 (configuration not stated) | -0.68
COc1ccc2c(Cl)c(C(=O)NC3CCS(=O)(=O)C3)sc2c1 (configuration not stated) | -0.25
CCCc1nnc(NC(=O)c2c(O)c3c([nH]c2=O)CCCC3)s1 | 0.29
C/C(Cl)=C\Cn1c(NCCc2ccccc2)nc2c1c(=O)n(C)c(=O)n2C | -2.65
COc1ccccc1N1C(=O)C2CCC(c3ccccc3)CC2C1=O (configuration not stated) | -0.77
C=CCc1cc(Cl)ccc1OCCOCCNCCOC | 0.31
COc1ccc(/C=N/NC(=O)c2cc(Br)ccc2O)cc1Cn1cc(Cl)cn1 | -0.49
CCc1ccc(CNC(=O)CN2C(=O)COc3ccccc32)cc1 | -0.57

A second format for 2 compounds above.
PTK2B oligo ant | SMILES
0.31 | C=CCc1cc(Cl)ccc1OCCOCCNCCOC
-1.16 | COCCCNC(=O)/C(C#N)=C/c1cccc(NC(=O)c2ccccc2Cl)c1

(continued)
SMILES | PTK2B oligo ant
CP(=O)(COC(=O)c1ccccc1)COC(=O)c1ccccc1 | 0.03
COc1ccccc1N1CCN(C(=O)CSc2nnc(-c3ccoc3C)o2)CC1 | -0.49
Cc1ccc2oc(=O)c(/C=C(\O)CC(C)C)nc2c1 | -0.1
CS(=O)(=O)N1CCCC(C(=O)N2CCOCC2)C1 (configuration not stated) | 0.19
COc1ccc2nc(/N=C(\N)NC(=O)N3c4ccccc4Sc4ccccc43)nc(C)c2c1 | -0.34
COC(=O)Cc1cc(=O)n2[nH]c(C)nc2n1 | 0.21
CC(C)c1ccc(NC(=O)COC(=O)c2c[nH]c(=O)[nH]c2=O)cc1 | -0.1
CCc1cc2c(=O)c(-c3nc4ccccc4n3C)c(C(C)C)oc2c(CN2CCN(C)CC2)c1O | 0.47
COc1ccc(-c2csc(N(CCCN(C)C)C(=O)c3cccs3)n2)cc1 | 2.17
O=[N+]([O-])c1cc(S(=O)(=O)Nc2ccccc2)ccc1N1CCN(c2ccc(O)cc2)CC1 | -0.62
COc1ccccc1-c1c(C)oc2c(CN3CCN(C)CC3)c(O)ccc2c1=O | -0.35
CCOC(=O)c1c(NC(=O)CCN2CCOCC2)sc2c1CC(C)(C)OC2 | 0.51
CC1(C)NC(=O)N(CCCCOc2ccc3c(c2)CCC3)C1=O | -1.14
CCn1c(=O)cc(OCC(=O)Nc2ccc3c(c2)OCCO3)c2ccccc21 | -2.48
O=C(CN1C(=O)CCSc2ccccc21)Nc1ccc(F)cc1 | -0.04
COc1ccccc1NC(=O)N1CCCC(C(=O)Nc2cccc(C)c2C)C1 (configuration not stated) | 0.25
CC(C)(C)C(=O)Oc1ccc2cc(-c3ccc4ccccc4n3)c(=O)oc2c1 | 0.7
O=C(COc1ccccc1)Nc1cccc(-c2nnc(-c3ccccc3)o2)c1 | -0.87
COc1ccc(NS(=O)(=O)c2ccc(N/N=C/c3ccc(N4CCOCC4)cc3)c([N+](=O)[O-])c2)cc1 | -0.51
Cc1ccc(C(=O)/C=C/Nc2cccc(O)c2)cc1 | 1.56
O=C(NNC(=O)c1cccnc1SCc1cccc([N+](=O)[O-])c1)c1ccc(F)cc1 | -0.22
O=C(CCCNS(=O)(=O)c1cccs1)N1CCN(c2cccc(Cl)c2)CC1 | -0.01
COc1cc(OC)cc(C(=O)Nc2cccc(NC(C)=O)c2)c1 | 0.45
CSCC[C@H](NC(=O)c1ccc(Cl)c([N+](=O)[O-])c1)c1nc2ccccc2[nH]1 | -0.15
CCc1ccc(/C=N/NC(=O)c2c[nH]c3ccccc23)s1 | -0.71
The list continues.
SMILES | PTK2B oligo ant
COc1ccc(CN(Cc2cc3ccc(C)cc3[nH]c2=O)Cc2nnnn2C2CCCC2)cc1 | -0.32
COc1cccc(CN2C(=O)c3cccc(N)c3C2=O)c1 | -1.01
CCOC(=O)C1C(=O)NC(SCC(N)=O)=C(C#N)C1c1ccccc1OCC (configuration not stated) | -0.16
COc1ccc(NC(=O)CN2CCN(CC(=O)Nc3ccc(OC)c(OC)c3)CC2)cc1 | 0.29
CSc1nnc2c(n1)OC(C)=Nc1ccccc1-2 | -0.05
Cc1ccc(N(CC(N)=O)C2SC(=O)N(C)C2=O)cc1 (configuration not stated) | 0.47
O=C(CSc1nnc(-c2cccc(S(=O)(=O)N3CCCCC3)c2)o1)NCCC1=CCCCC1 | 0.07
c1ccc(CSc2ccc(-c3cccs3)nn2)cc1 | -0.72

Bioassay records deposited in PubChem BioAssay by Sanford-Burnham Center for Chemical Genomics.
